# Source: PubChem
# HCV NS3h FP: hepatitis C NS3 helicase inhibition, primary screen; NS3h Cy5-dT15 DNA binding, fluorescence polarization; inhibition, % at 100 µM; hit rate 1.6% among 16,000; AID 687043;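 active = inhibition above the average over every tested compound plus 3 SD, cut at about 40% in these data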
# Cy5 interf NS3h: Cy5 fluorescence interference, HCV helicase counter-screen; hit rate 6% among 16,000; AID 720488; fluorescence interference ratio at 100 µM; Cy5-dT15 DNA with NS3h; actives lie on both sides; signal over control mean, under 1 quenches;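 active = compound fluorescence over control fluorescence at most 0.8, a quencher, or at least a set upper limit, an enhancer; inactive = ratio between 0.8 and the set upper limit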
# Active calls of the source: *.
# The first 24 entries (preview)
SMILES,HCV NS3h FP,Cy5 interf NS3h
COc1cc(NS(=O)(=O)c2ccc(NC(=O)c3c(F)cccc3F)cc2)ncn1,2,1.1
Cn1cnnc1Sc1cc(N2CCCC2)ccc1[N+](=O)[O-],4,0.86
O=C(/C=C/c1cn(-c2ccccc2)nc1-c1cccs1)c1cccs1,0,1
CC(=O)Nc1ccc(C(=O)N2CC(C)CC(C)C2)cc1 (stereo not drawn),4,0.69*
S=c1[nH]nc(-c2ccccc2)c2ccccc12,17,1
O=C(O)/C=C/C(=O)NNC(=O)c1ccc(O)cc1,-6,1
Cc1ccccc1C(=O)Nc1cccc(NC(=O)c2ccc(-c3ccc([N+](=O)[O-])cc3C)o2)c1,18,1
CCNC(=O)CN(c1cccc(Cl)c1)S(=O)(=O)c1ccccc1,-3,0.98
COc1ccc(-c2cc(=O)n3[nH]c(-c4cccc(F)c4)cc3n2)cc1,4,1
CN(C)c1ccc(/C=C2/C(=O)NN(c3cccc(Cl)c3)C2=O)cc1,-9,0.96
CCN(CC)c1ccc(NC(=O)c2oc3ccccc3c2C)cc1,18,0.96
CCOc1ccc2c(=O)c(-c3ccccc3OC)c(C(F)(F)F)oc2c1,11,0.99
CCCC(=O)Nc1ccc(N2CCOCC2)cc1,3,0.74*
COc1ccc(N(CC(=O)Nc2ccccc2)S(C)(=O)=O)c(OC)c1,5,1
COC(=O)COc1ccc2ccc(=O)oc2c1,6,1.1
O=C(/C=C/c1ccc2c(c1)OCO2)n1cnc2ccccc21,-4,1
COc1cc(/C=C2/SC(=S)NC2=O)ccc1OC(=O)c1ccc(Cl)cc1,31,1
COc1cc(C(=O)Nc2cc(-c3nc4cc(Cl)cc(Cl)c4o3)ccc2C)cc(OC)c1OC,14,1.1
Cc1ccc(C(=O)/C=C/c2ccccc2[N+](=O)[O-])cc1,6,1
O=C(Cc1ccc(Cl)cc1)Nc1cccc([N+](=O)[O-])c1,5,1
COc1cc(/C=C2\C(=O)NC(=O)N(c3ccc(Cl)cc3)C2=O)cc(I)c1OC,10,1.1
CC1CN(c2ccc([N+](=O)[O-])cc2)CCN1C(=O)c1ccc(F)cc1 (stereo not drawn),16,0.98
O=C(Nc1ccccc1)c1ccc(Cl)c(Cl)c1,12,1.1
COCCN1C(=O)C(=O)C(=C(O)c2ccccc2)C1c1ccccc1OC (stereo not drawn),-19,1.1

# Results, previewed entries included:
SMILES,HCV NS3h FP,Cy5 interf NS3h
COc1cc(NS(=O)(=O)c2ccc(NC(=O)c3c(F)cccc3F)cc2)ncn1,2,1.1
Cn1cnnc1Sc1cc(N2CCCC2)ccc1[N+](=O)[O-],4,0.86
O=C(/C=C/c1cn(-c2ccccc2)nc1-c1cccs1)c1cccs1,0,1
CC(=O)Nc1ccc(C(=O)N2CC(C)CC(C)C2)cc1 (stereo not drawn),4,0.69*
S=c1[nH]nc(-c2ccccc2)c2ccccc12,17,1
O=C(O)/C=C/C(=O)NNC(=O)c1ccc(O)cc1,-6,1
Cc1ccccc1C(=O)Nc1cccc(NC(=O)c2ccc(-c3ccc([N+](=O)[O-])cc3C)o2)c1,18,1
CCNC(=O)CN(c1cccc(Cl)c1)S(=O)(=O)c1ccccc1,-3,0.98
COc1ccc(-c2cc(=O)n3[nH]c(-c4cccc(F)c4)cc3n2)cc1,4,1
CN(C)c1ccc(/C=C2/C(=O)NN(c3cccc(Cl)c3)C2=O)cc1,-9,0.96
CCN(CC)c1ccc(NC(=O)c2oc3ccccc3c2C)cc1,18,0.96
CCOc1ccc2c(=O)c(-c3ccccc3OC)c(C(F)(F)F)oc2c1,11,0.99
CCCC(=O)Nc1ccc(N2CCOCC2)cc1,3,0.74*
COc1ccc(N(CC(=O)Nc2ccccc2)S(C)(=O)=O)c(OC)c1,5,1
COC(=O)COc1ccc2ccc(=O)oc2c1,6,1.1
O=C(/C=C/c1ccc2c(c1)OCO2)n1cnc2ccccc21,-4,1
COc1cc(/C=C2/SC(=S)NC2=O)ccc1OC(=O)c1ccc(Cl)cc1,31,1
COc1cc(C(=O)Nc2cc(-c3nc4cc(Cl)cc(Cl)c4o3)ccc2C)cc(OC)c1OC,14,1.1
Cc1ccc(C(=O)/C=C/c2ccccc2[N+](=O)[O-])cc1,6,1
O=C(Cc1ccc(Cl)cc1)Nc1cccc([N+](=O)[O-])c1,5,1
COc1cc(/C=C2\C(=O)NC(=O)N(c3ccc(Cl)cc3)C2=O)cc(I)c1OC,10,1.1
CC1CN(c2ccc([N+](=O)[O-])cc2)CCN1C(=O)c1ccc(F)cc1 (stereo not drawn),16,0.98
O=C(Nc1ccccc1)c1ccc(Cl)c(Cl)c1,12,1.1
COCCN1C(=O)C(=O)C(=C(O)c2ccccc2)C1c1ccccc1OC (stereo not drawn),-19,1.1
Cc1cccc(-c2nc3ccccc3[nH]2)c1,8,0.98

# Further compounds follow.
SMILES,HCV NS3h FP,Cy5 interf NS3h
CCOC(=O)c1ccc2nc(NC(=O)COC(=O)c3cc4ccccc4o3)sc2c1,-13,0.98
COc1ccc(C2C(=C(O)c3ccccc3)C(=O)C(=O)N2c2cccc([N+](=O)[O-])c2)cc1OC (stereo not drawn),-5,0.99
Cc1cc(C)n(S(=O)(=O)c2ccc(I)cc2C)n1,10,0.9
COc1ccc(N(CC(=O)Nc2ccc3ccccc3c2)S(=O)(=O)c2ccccc2)cc1Cl,-4,1.1
COc1ccc(C=C2C(=O)c3ccccc3C2=O)c(O)c1,12,0.93
O=C(NCc1ccccc1Cl)c1ccccc1I,7,1.1
CCOc1ccc(/C=N/NC(=O)c2cncc(Br)c2)cc1,58*,0.8*
Oc1[nH]c2ccccc2c1C1=NCCC1,-7,0.93
O=C(CSc1nc2ccc(Br)cc2c(=O)n1-c1ccccc1)NC1CCCC1,8,1.1
CC(C)Oc1ccc(C2CC(=O)N(C)C2=O)cc1 (stereo not drawn),-21,1.1
COc1ccc(OC)c(C2=C/C(=C\c3c(OC)ccc4ccccc34)C(=O)O2)c1,8,1
Cc1ccnc(Nc2nc(-c3cccnc3)cs2)c1,23,1
Cc1ccc(CN2CCN(N=Cc3cccc([N+](=O)[O-])c3)CC2)c(C)c1,11,1
COc1cccc(/C=C2/C(=O)NN(c3ccc(Br)cc3)C2=O)c1,3,0.96
O=C1C2C(c3ccc(Br)cc3)OC3(C(=O)c4ccccc4C3=O)C2C(=O)N1c1cccc([N+](=O)[O-])c1 (stereo not drawn),9,0.91
O=C(Nc1ccc(NC(=O)c2cc([N+](=O)[O-])ccc2Cl)cc1)c1ccc(Br)cc1,18,0.54*
O=C(c1cnn2c1NC(c1ccco1)CC2C(F)(F)F)N1CCN(Cc2ccccc2)CC1 (stereo not drawn),5,0.7*
CC(C)CC(=O)NS(=O)(=O)c1ccc(NC(=O)c2ccccc2)cc1,-5,1
O=S(=O)(Cc1ccccc1)NCCOc1ccccc1Cl,11,0.9
COc1ccccc1NC(=O)c1c(Cl)cccc1Cl,-13,1
O=C1CCCc2c1[nH]c1ccc(Cl)cc21,20,1.1
O=C1NC(=Nc2ccc(Br)cc2)S/C1=C\c1ccc(O)cc1,-4,1
CC1CCc2c(sc3nc(-c4ccco4)[nH]c(=O)c23)C1 (stereo not drawn),-18,1
COc1ccc2ccccc2c1C1NC(=S)NC(C)=C1C(=O)Nc1cccc(Cl)c1 (stereo not drawn),7,0.93
COc1ccc(OC)c(N(CC(=O)N2CCCC2)S(C)(=O)=O)c1,1,1.1

# (more compounds)
SMILES,HCV NS3h FP,Cy5 interf NS3h
O=C(c1ccc2c(c1)OCCO2)C1CCCCC1,18,0.95
Cc1ccccc1/C=C1\SC(=S)N(C(C(=O)O)C(C)C)C1=O (stereo not drawn),8,1
CC(=O)Nc1ccc(NC2=C(Cl)C(=O)c3c(Cl)c(Cl)c(Cl)c(Cl)c32)cc1,7,0.99
O=S(=O)(Nc1cc(Br)c(O)c2ccccc12)c1cc(Cl)ccc1Cl,13,0.91
CCCn1c(NC(=O)c2ccc(Cl)cc2)nc2ccccc21,0,1
CN(C)c1cccc(C(=O)N2CCc3ccccc3C2)c1,3,0.96
CCOc1ccc(C(=O)COC(=O)c2ccccc2[N+](=O)[O-])cc1,7,0.92
COc1ccccc1OCCOc1cccc(/C=C2/SC(=S)N(C)C2=O)c1,8,1
CC(C)CCNC(=O)C(=O)NCc1ccc(Cl)cc1,9,1.1
CN(C)c1ccc(-n2nc3ccc4ccccc4c3n2)cc1,-7,0.91
COc1ccc(N(CC(=O)Nc2ccc(C(C)C)cc2)S(=O)(=O)c2ccc(C)cc2)c(OC)c1,13,1
COc1ccccc1-c1coc2cc(OC(=O)c3c(Cl)ccc(Cl)c3OC)ccc2c1=O,-7,1.1
N/C(=N\OCC(=O)Nc1ccc(F)cc1)c1nonc1N,0,1
FC(F)(F)c1cc(/C=C/c2ccccc2)no1,6,1.2
COc1cccc(-n2sc3c(c2=S)-c2cc(C)ccc2NC3(C)C)c1,-3,0.97
COc1cc(/C=C2\SC(NC(C)=O)=NC2=O)cc(Br)c1OC,12,1.1
COc1ccc(C(=O)c2ccc(N3CCN(C(=O)c4ccccc4F)CC3)c(F)c2)cc1Br,-2,1
O=C(Nc1ccc(N2CCOCC2)cc1)C1(S(=O)(=O)c2ccccc2)CC1,13,0.95
COc1ccc(Cl)cc1C(=O)Nc1ccc(Br)cc1,14,1
